Screening results as filed in PubChem.
RPL19A TOR yeast – RPL19A-GFP expression modulators in yeast, primary screen, cell-based, S. cerevisiae, multiplex flow cytometry, MLPCN; S. cerevisiae RPL19A-GFP strain, 3 h; stronger effect = lower value; percent response vs DMSO, % at 10 µM; 330,000 tested, 0.3% active; AID 2025, 2009;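 active means percent response vs DMSO below 50%; inconclusive means fewer than 70 events counted for the yeast strain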;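 further: median channel GFP fluorescence of the barcoded RPL19A-GFP strain; ratio of sample median GFP to plate DMSO average so 100% = DMSO; lower means less RPL19A-GFP as with rapamycin TOR inhibition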
EBNA-1 inh – EBNA-1 DNA-binding inhibitors, primary screen, biochemical, fluorescence polarization | inhibition, % at 14.8 µM | 300,000 tested, 0.34% active; in the data active means inhibition above about 28%
ZTA DNA inh – counter-screen for EBNA-1 inhibitors: inhibitors of Epstein-Barr virus ZTA | P03206 | ZTA-DNA binding, fluorescence polarization | inhibition, % at 11 µM | 320,000 tested, 0.15% active; in the data active means inhibition above about 33%
AHR activator – AHR activators, primary screen, cell-based, luminescence, luciferase reporter, human; activation, % at 5 µM; AHR-responsive luciferase reporter cells; AID 2796, 2010; Aryl hydrocarbon receptor (Homo sapiens), P35869; 320,000 tested, 2.5% active; in the data active means activation above about 47%;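 further: 0% = vehicle wells and 100% = reference agonist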
LAP4-GFP MLPCN – modulators of LAP4-GFP expression in yeast, primary screen, S. cerevisiae, multiplex flow cytometry, MLPCN library; 3 h; median GFP as percent of DMSO wells; GFP response vs DMSO, % at 10 µM; 320,000 tested, 0.34% active; AID 2023, 2009;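 active means GFP response vs DMSO above a set limit, about the screen mean plus 3 SD, cut at about 150% in these data; inconclusive means under 70 cell events counted for the yeast strain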
MEP2-GFP yeast – modulators of MEP2-GFP levels in yeast, primary screen, S. cerevisiae, multiplex flow cytometry, MLPCN library; 330,000 tested, 0.51% active; S. cerevisiae MEP2-GFP strain, 3 h; 100% = DMSO control level; GFP response vs DMSO, % at 10 µM; AID 2016, 2009;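 active means GFP response versus DMSO above a set limit, roughly screen mean plus 3 SD, cut at about 180% in these data; inconclusive means fewer than 70 cells counted for a yeast strain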;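 further: median GFP fluorescence of the barcode-gated MEP2-GFP cells per well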
proCasp7 act – procaspase-7 activators, primary screen, counter-screen for procaspase-3 activator project, biochemical, absorbance, HTS, human | recombinant procaspase-7, Ac-DEVD-pNA absorbance 405 nm; D23A/D198A/D206A triple mutant, cannot self-cleave; scale: DMSO 0, 5 µM enzyme 100 | AID 463210, 2010 | activation, % at 8.5 µM | Caspase-7 (Homo sapiens), P55210 | 330,000 tested, 0.093% active;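 active means percent activation above the screen-wide mean plus 3 SD, cut at about 25% in these data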
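System: Uncleavable procaspase-7 mutant enzyme; Amount: 2 µM procaspase-7 mutant as dispensed; Schedule: 1 h compound preincubation, 2 h substrate cleavage, 25 °C; Measured by: 405 nm absorbance of p-nitroaniline; Evaluation: percent activation from buffer-corrected 0–120 min absorbance change; Control set: low DMSO alone, high DMSO plus 5 µM PC-7.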
proCasp3 act – activators of human procaspase-3 D3A mutant, primary screen, biochemical, absorbance, PC-3 D3A mutant, single concentration; Caspase-3 (Homo sapiens), P42574; recombinant procaspase-3 D3A, Ac-DEVD-pNA absorbance 405 nm; activation, % at 8.5 µM; 330,000 tested, 0.11% active; AID 463141, 2010;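 active means activation above the mean of all tested compounds plus 3 SD, cut at about 21% in these data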;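 further: 0% = DMSO alone and 100% = DMSO wells spiked with extra 5 µM PC-3 D3A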
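Test system: Procaspase-3 D3A mutant; medium: Zinc-free HEPES/NaCl buffer with 0.01% Triton X-100 at pH 7.4; reagent: DEVD-pNA substrate; doses: one concentration, 8.5 µM nominal, 0.8% DMSO; times: 1 h preincubation plus 2 h reaction at 25 °C; signal: Epi-absorbance at 405 nm of released p-nitroaniline, 0 and 120 min; replicates: singlicate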
* marks the source's active call; other numbers are inactive results; ? = inconclusive; nt = no result given.

SMILES | RPL19A TOR yeast | EBNA-1 inh | ZTA DNA inh | AHR activator | LAP4-GFP MLPCN | MEP2-GFP yeast | proCasp7 act | proCasp3 act
C/C(=N\NC(=O)Cc1ccccc1[N+](=O)[O-])c1cccnc1 | 103 | -2 | 4 | 34 | 92 | 98 | 1 | -5
Cc1ccc(C)c(OCc2cc(C(=O)N3CCN(c4ccccc4C)CC3C)no2)c1 (stereo unspecified) | 102 | 1 | 4 | -5 | 96 | 92 | 7 | 1
COc1ccc(CN2C(=O)c3cccnc3C2=O)cc1S(=O)(=O)N(C)c1cccc(C)c1 | 93 | 6 | 7 | 1 | 83 | 82 | 3 | -6
NC(=S)N/N=C1/CCSc2ccc3ccccc3c21 | 104 | -3 | -7 | 2 | 113 | 106 | -16 | 3
N#Cc1cc(-c2ccccc2)c[nH]c1=O | 103 | -2 | -9 | 0 | 105 | 102 | 5 | 0
CS(=O)(=O)N(CC(=O)NCCc1ccccc1)c1cccc([N+](=O)[O-])c1 | 97 | -7 | -1 | 6 | 105 | 91 | 6 | -9
CC(=O)Nc1nc(C)c(Oc2ccc(C)cc2)c(=O)[nH]1 | 96 | 6 | -4 | 0 | 100 | 95 | -6 | 9
Cc1ccc2nc3c(cc(C(=O)NCC4CCCO4)c(=N)n3CCCOC(C)C)c(=O)n2c1 (stereo unspecified) | ? | 0 | -20 | -1 | ? | ? | -29 | -32
O=C(NCC1CCC(C(=O)O)CC1)c1cccnc1 (stereo unspecified) | 96 | -9 | 4 | 0 | 98 | 99 | -4 | -2
CCOCc1nnc(NC(=O)c2cc(Cl)ccc2OC)s1 | 93 | 4 | 4 | 18 | 113 | 89 | -16 | -8
COc1ccccc1NC(=O)c1oc2ccccc2c1NC(=O)C1CC1 | 101 | 2 | 4 | 64* | 106 | 104 | 14 | 1
CCCCCCCCCCS(=O)(=O)N/N=C/c1ccc(O)cc1 | 104 | 6 | -9 | -2 | 101 | 105 | 5 | 3
O=C(NCc1ccccc1)C(=O)Nc1nc(-c2ccccc2)cs1 | 96 | -5 | -4 | 1 | 104 | 97 | 4 | 10
O=C(Nc1sc2c(c1C(=O)O)CCCCC2)c1cccs1 | 101 | 3 | 3 | 21 | 108 | 115 | -9 | 1
CCN(CC(=O)Nc1ccccc1C(F)(F)F)C(=O)CCOc1ccccc1C | 105 | 3 | -11 | 1 | 104 | 106 | 1 | 4
COc1ccc(CCN(C)C(=O)CSc2nnc(C3CC3)n2N)cc1OC | 99 | 4 | 12 | 1 | 101 | 105 | -12 | -2
Cn1nc(C(F)(F)F)c(-c2cccc(C(F)(F)F)c2)c1NC(=O)c1nccnc1C(=O)O | 100 | 4 | -3 | 1 | 109 | 103 | -5 | 13
COc1cc(/C=N/NC(=O)CCC(=O)Nc2ccc(C)cc2)ccc1O | 105 | -1 | 2 | 12 | 79 | 104 | -1 | 1
O=C(COc1cccc2ccccc12)N1c2ccccc2CCc2ccccc21 | 101 | 6 | -5 | 7 | 100 | 101 | 6 | 7
CCCOC(=O)c1ccc(NC(=O)C(=O)NCCN(CC)CC)cc1 | 105 | 6 | 5 | -3 | 89 | 101 | 7 | 10
O=C(C1CCCN(c2ncnc3c2nc2n3CCCCC2)C1)N1CCN(c2ccccc2)CC1 (stereo unspecified) | 101 | 10 | -12 | 0 | 99 | 103 | 1 | 0
CCOc1ccc(NS(=O)(=O)c2ccc(C)c(C(=O)NCCCn3ccnc3)c2)cc1 | 114 | -16 | 7 | 11 | 112 | 120 | -1 | -5
S=C(Nc1ccc(Br)cc1Cl)N1CCCC1 | 103 | 18 | 13 | 9 | 102 | 105 | 1 | 2
CC(C)c1cc(C(=O)NC2CCCc3c2cnn3-c2ccccc2F)no1 (stereo unspecified) | 107 | 9 | 13 | 12 | 102 | 117 | -5 | -2
O=C(Cn1nnc(-c2ccccc2)n1)NC(=O)NC1CCCC1 | 97 | nt | 4 | -1 | 98 | 96 | 0 | -7
New compounds follow:
SMILES | RPL19A TOR yeast | EBNA-1 inh | ZTA DNA inh | AHR activator | LAP4-GFP MLPCN | MEP2-GFP yeast | proCasp7 act | proCasp3 act
COc1ccc(NC(=O)C(=O)NNC(=O)C(C)Oc2ccc(Cl)cc2Cl)cc1 (stereo unspecified) | 104 | 6 | -2 | 0 | 116 | 115 | 2 | -6
COc1cc(CC(=O)NCc2ccccn2)cc(OC)c1OC | 83 | -2 | -4 | 0 | 84 | 87 | 13 | -10
O=C(/C=C/c1ccc2ccccc2n1)N1CCN(S(=O)(=O)c2ccc(F)cc2)CC1 | 102 | -11 | 0 | 12 | 107 | 101 | 5 | 4
O=C(NCCS(=O)(=O)N1CCN(c2ccccc2F)CC1)c1ccc(Br)cc1 | 96 | 9 | -2 | 1 | 97 | 103 | 5 | 5
Cc1ccc(-c2nc(C)sc2CC(=O)OCC(=O)Nc2c(F)cccc2F)cc1 | 95 | 10 | -9 | 1 | 85 | 101 | -14 | -1
Cc1cccc(NC(=O)CCN2CCOCC2)c1 | 105 | 4 | 6 | 2 | 98 | 107 | 8 | -1
COc1cc2c(cc1OC)[C@@H]1Cc3cc4c(cc3[C@H](C2)N1C)OCO4 | 106 | 1 | 2 | 0 | 104 | 91 | -5 | 7
O=C(CNS(=O)(=O)c1ccc(F)cc1)N1CCCCCC1 | 95 | 1 | -1 | 1 | 99 | 93 | 8 | 4
CC(C)c1cc(-c2cc(-c3ccc(Cl)cc3)on2)nc(NCC2CC2)n1 | 96 | 2 | -1 | 2 | 126 | 99 | 6 | 7
CCC(C)[C@H](NC(=O)Nc1ccc(S(N)(=O)=O)cc1)C(=O)OC (stereo partly specified) | 101 | 2 | 0 | -4 | 107 | 103 | 14 | 4
COc1ccc(-c2csc(NC(=O)CSc3nc(C)nc4sc(C(=O)O)c(C)c34)n2)cc1 | 102 | 3 | 2 | 0 | 108 | 104 | 2 | 3
CCOC(=O)CN1N=C(/C=C/c2ccc(C(C)C)cc2)CCC1=O | 95 | -5 | -2 | 9 | 110 | 97 | -3 | -1
Cc1ccccc1C(=O)N1CCC(C(=O)N2CCN(c3ncccn3)CC2)CC1 | 107 | nt | 3 | 0 | 107 | 105 | -5 | -2
CS(=O)(=O)N(Cc1ccccc1)c1ccccc1C(=O)N1CCN(c2ccccc2)CC1 | 95 | 2 | 13 | 5 | 99 | 99 | 10 | 4
CCCC(=O)Nc1cc(C(=O)O)ccc1S(=O)(=O)c1ccc(C)cc1 | 104 | 12 | 16 | 0 | 95 | 103 | -5 | -10
Cc1c(NC(=O)c2cc(CC(C)C)on2)c(=O)n(-c2ccccc2)n1C | 98 | 4 | 1 | 1 | 91 | 88 | -3 | 5
CN(Cc1cn(C)nc1-c1cccc(Cl)c1)C1CCOCC1 | 99 | -9 | -3 | 2 | 95 | 108 | 0 | -3
CCc1ccccc1NC(=O)C1CCCN1C(=O)NCc1ccccc1 (stereo unspecified) | 105 | -6 | 6 | 0 | 95 | 98 | 0 | 6
CN1CCCC(OC(=O)c2cccc(Cl)c2)C1 (stereo unspecified) | 92 | -4 | 6 | -2 | 105 | 93 | 1 | -13
O=[N+]([O-])c1ccc2[nH]ncc2c1 | 100 | -14 | -1 | 33 | 83 | 100 | 12 | -3
CCOC(=O)C1CCN(S(=O)(=O)c2ccc(CC)cc2)CC1 | 102 | -7 | -4 | -1 | 101 | 107 | 6 | 1
CC1(c2ccccc2Cl)NC(=O)N(CC(=O)Nc2ccccc2OC(F)F)C1=O (stereo unspecified) | 99 | 3 | 2 | 1 | 98 | 104 | 2 | 5
Cc1ccc(NC(=O)C(NC2CCCc3ccccc32)c2ccccc2)c([N+](=O)[O-])c1 (stereo unspecified) | 101 | -2 | 1 | 22 | 106 | 97 | -18 | -17
Cc1nc(CSc2ccccc2)cc(=O)[nH]1 | 100 | -8 | -19 | 3 | 93 | 103 | 15 | 1
CN(Cc1cccnc1)C(=O)CNC(=O)COc1ccccc1 | 108 | 1 | -5 | 3 | 87 | 103 | -1 | -7

A stretch from further up, for reference:
SMILES | RPL19A TOR yeast | EBNA-1 inh | ZTA DNA inh | AHR activator | LAP4-GFP MLPCN | MEP2-GFP yeast | proCasp7 act | proCasp3 act
CC1(c2ccccc2Cl)NC(=O)N(CC(=O)Nc2ccccc2OC(F)F)C1=O (stereo unspecified) | 99 | 3 | 2 | 1 | 98 | 104 | 2 | 5
Cc1ccc(NC(=O)C(NC2CCCc3ccccc32)c2ccccc2)c([N+](=O)[O-])c1 (stereo unspecified) | 101 | -2 | 1 | 22 | 106 | 97 | -18 | -17
Cc1nc(CSc2ccccc2)cc(=O)[nH]1 | 100 | -8 | -19 | 3 | 93 | 103 | 15 | 1
CN(Cc1cccnc1)C(=O)CNC(=O)COc1ccccc1 | 108 | 1 | -5 | 3 | 87 | 103 | -1 | -7

New compounds follow
SMILES | RPL19A TOR yeast | EBNA-1 inh | ZTA DNA inh | AHR activator | LAP4-GFP MLPCN | MEP2-GFP yeast | proCasp7 act | proCasp3 act
Cc1nnnn1CC(=O)Nc1ccccc1[N+](=O)[O-] | 105 | 0 | 16 | -3 | 91 | 102 | 10 | 1
CCOC(=O)c1ccc(NC(=O)Nc2ccc3c(c2)OCCO3)cc1 | 100 | -1 | -6 | 2 | 97 | 94 | 0 | -1
Cc1cccc(NC(=S)N2CCN(C(=O)C3CCCO3)CC2)c1 (stereo unspecified) | 106 | 6 | 1 | -1 | 86 | 95 | 3 | -3
COc1ccc(-c2nc3ccccn3c2CN2CCN(c3ccccc3F)CC2)cc1 | 105 | -4 | 2 | 2 | 100 | 111 | 11 | 4
CCOc1ccc(CCNC(=O)COC(=O)/C=C/c2ccc(OC(F)F)c(OC)c2)cc1OCC | 110 | 1 | -2 | 1 | 107 | 111 | 10 | 4
CC(=O)NCCC(=O)Nc1cc(S(=O)(=O)N2CCOCC2)ccc1N1CCCC1 | 92 | -2 | -3 | -1 | 100 | 92 | -7 | 11
COc1ccc(C)c2sc(N3CCCC3)nc12 | 92 | -10 | 12 | 20 | 102 | 92 | -2 | 0
CN(C)C1=NCC(CSC(=N)N)S1 (stereo unspecified) | 98 | -6 | 7 | 0 | 88 | 84 | 8 | 5
CC1CCCC(NC(=S)Nc2cccc(S(=O)(=O)N(C)C)c2)C1C (stereo unspecified) | 96 | 8 | -3 | 5 | 107 | 103 | 2 | -3
O=C(Nc1ccc(C(=O)c2ccc(C(=O)O)c(C(=O)O)c2)cc1)c1ccccc1 | 97 | -6 | 4 | 1 | 84 | 107 | -6 | -8
O=S1(=O)CCN(Cc2ccc(Cl)c(Cl)c2)CC1 | 97 | -2 | 9 | 0 | 102 | 101 | -12 | 4
CCCCNC(=O)N1CCc2ccccc2C1 | 100 | -4 | 3 | 7 | 83 | 101 | 2 | -3
O=C(NCc1cc([N+](=O)[O-])ccc1O)c1cccnc1Sc1ccccc1Cl | 103 | -2 | 2 | -7 | 103 | 103 | 1 | -1
COc1ccccc1NC1=NC(C)(C)N=C(N)N1 | 96 | 3 | 11 | 2 | 96 | 102 | -2 | 8
COc1ccc(N/N=C(/N=Nc2nc(C)cc(=O)[nH]2)c2ccccc2)cc1 | 96 | -10 | 8 | 7 | 106 | 102 | -7 | -3
